Source: PubChem (several laboratories)
p97 ATPase inh: blocks human p97 ATPase activity; P55072; recombinant p97 ATPase, Kinase-Glo ATP luminescence, 3 h; inhibition, % at 8 µM; 220,000 tested, 0.42% active; AID 1481; in the data active means inhibition above about 15%;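 further: 0% = DMSO vehicle and 100% = wells lacking enzyme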
FXIIa inh 1536: blocks human coagulation factor XIIa protease activity | inhibition, % at 5 µM | AID 800 | purified FXIIa, Boc-QGR-AMC fluorogenic substrate, 2 h | 220,000 tested, 0.3% active | P00748; in the data active means inhibition above about 40%;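 further: 0% = enzyme with no compound and 100% = blank without enzyme; many of its hits are not listed in these tables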
thrombin 1536: blocks human thrombin protease activity; 220,000 tested, 0.26% active; AID 1046; alpha-thrombin, Boc-VPR-AMC fluorogenic substrate cleavage; inhibition, % at 5 µM; P00734;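 active means inhibition at or above 40%; inactive means inhibition below 40%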;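 further: 0% = enzyme with no compound and 100% = wells without enzyme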
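System: Human alpha-thrombin protein | Medium: pH 7.5 Tris (50 mM) with NaCl 150 mM, Tween 20 0.05% | Times: Enzyme reaction carried out at room temperature | Detection: AMC fluorescence, 355/460 nm | Evaluation: Percent inhibition scaled between no-compound controls and no-enzyme blanks | Benchmarks: Enzyme without compound as high, wells lacking enzyme as low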
Furin inh: human furin inhibition. purified furin, fluorogenic substrate cleavage. inhibition, % at 30 µM. 220,000 tested, 0.061% active. AID 463115; in the data active means inhibition above about 25%; further: inactives centre near -15
Wee1 degr inh: human Wee1 degradation inhibition, primary screen; AID 1321; 220,000 tested, 1.2% active; HeLa Luc-Wee1K328M stability, luciferase luminescence; 100% = proteasome inhibitor MG132 effect; reporter increase, % at 5 µM;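 active means activation above the mean of all tested compounds plus 3 SD, set per screening run, cut at about 8.8% in these data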;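 further: cells exposed to compound for 20 h before luminescence read; 0% = DMSO alone and 100% = MG132 at 30 µM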
KLK5 inh: blocks human kallikrein 5 protease activity. recombinant hK5, fluorogenic AMC substrate cleavage. inhibition, % at 5 µM. 210,000 tested, 0.59% active. AID 873;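 active means inhibition of 40% or more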;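 further: 0% = enzyme controls without compound and 100% = no-enzyme blanks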
FXIa inh: inhibitors of human coagulation factor XIa. 220,000 tested, 0.14% active. AID 798. purified FXIa, Boc-Glu-Ala-Arg-AMC fluorogenic substrate. inhibition, % at 5 µM;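 active means inhibition of at least 40%; inactive means inhibition below 40%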;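 further: fluorescence of freed AMC excited at 355 nm; 0% = enzyme without compound and 100% = no enzyme blank; many of its hits are not listed in these tables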
Cl transport mod: modulators of human KCC2 chloride dependent transport | B-score of Tl+ flux slope (higher = more flux/activation; lower = inhibition) at 10 µM | Q9H2X9 | KCC2 cells, thallium flux FluoZin-2 fluorescence | 190,000 tested, 2.2% active;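 active means thallium flux slope and its plate-corrected score both differing from the plate sample mean at a set confidence after two filtering rounds, in either direction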;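 further: slope of fluorescence scaled to starting intensity during 10 to 20 s after thallium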
Target sequence (Q9H2X9 whole entry, looked up): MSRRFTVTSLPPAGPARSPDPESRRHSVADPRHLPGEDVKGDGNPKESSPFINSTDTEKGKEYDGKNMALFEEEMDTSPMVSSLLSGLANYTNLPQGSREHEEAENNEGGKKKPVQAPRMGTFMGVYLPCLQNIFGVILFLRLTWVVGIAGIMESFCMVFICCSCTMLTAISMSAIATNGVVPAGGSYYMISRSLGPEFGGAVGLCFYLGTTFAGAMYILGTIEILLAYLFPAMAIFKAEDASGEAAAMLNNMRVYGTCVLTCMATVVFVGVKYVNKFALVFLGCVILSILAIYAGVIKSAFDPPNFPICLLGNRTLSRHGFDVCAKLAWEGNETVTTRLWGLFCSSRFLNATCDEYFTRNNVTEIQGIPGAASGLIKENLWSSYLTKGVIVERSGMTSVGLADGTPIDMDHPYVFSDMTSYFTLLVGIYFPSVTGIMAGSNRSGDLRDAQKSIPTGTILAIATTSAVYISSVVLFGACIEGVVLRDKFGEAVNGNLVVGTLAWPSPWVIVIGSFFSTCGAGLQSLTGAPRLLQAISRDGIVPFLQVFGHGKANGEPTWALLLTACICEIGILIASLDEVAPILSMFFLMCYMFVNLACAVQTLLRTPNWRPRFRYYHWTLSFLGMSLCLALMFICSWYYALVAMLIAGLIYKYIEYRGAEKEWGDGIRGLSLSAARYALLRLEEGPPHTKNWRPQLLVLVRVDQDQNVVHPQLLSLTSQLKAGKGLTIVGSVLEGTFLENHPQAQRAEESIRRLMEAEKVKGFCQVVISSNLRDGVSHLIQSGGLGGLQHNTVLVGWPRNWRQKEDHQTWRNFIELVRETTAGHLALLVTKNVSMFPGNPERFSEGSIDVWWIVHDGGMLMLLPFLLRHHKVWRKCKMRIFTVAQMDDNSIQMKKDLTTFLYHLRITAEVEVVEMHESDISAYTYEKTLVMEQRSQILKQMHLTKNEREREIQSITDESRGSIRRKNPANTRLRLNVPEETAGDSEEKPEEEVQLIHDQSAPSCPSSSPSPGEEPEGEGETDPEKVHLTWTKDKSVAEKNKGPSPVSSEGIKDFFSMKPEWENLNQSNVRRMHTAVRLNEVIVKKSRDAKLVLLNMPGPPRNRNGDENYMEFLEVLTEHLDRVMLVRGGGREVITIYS
PERK inh: blocks human PERK kinase. AID 1416. 220,000 tested, 0.17% active. inhibition, % at 5.6 µM. CHO PERK-DD fusion, SEAP luminescence translation reporter;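 active means inhibition above the mean inhibition of all tested compounds plus 3 SD, set separately per screening campaign, cut at about 2.9% in these data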;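 further: PERK kinase domain activated by AP20187 dimerizer at 100 nM; 0% = DMSO with dimerizer and 100% = rapamycin at 8.4 µM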
Active calls of the source: *; · = not tested or not shown; [ ] = another dose, or the depositor's remark.

SMILES	p97 ATPase inh	FXIIa inh 1536	thrombin 1536	Furin inh	Wee1 degr inh	KLK5 inh	FXIa inh	Cl transport mod	PERK inh
Cc1ccc(C2=NOC(C)(c3nnc(-c4ccc(F)cc4)o3)C2)cc1 (stereo not drawn)	·	10	-5	-27	·	4	3	0.36	·
Cc1onc(-c2ccccc2)c1C(=O)N/N=C/c1cn(C)c2ccccc12	-1	5	3	-17	0	7	-1	-0.37	0.9
COc1cccc(NC(=O)CNC(=O)c2ccc(OC)c(OC)c2)c1	4	1	-6	-15	4	9	-5	0.44	0.6
C#CCNC(=O)C1=C[C@@H](C)C[C@@H](OCc2ccc(CO)cc2)O1	6	9	-1	-17	-3	1	0	-0.43	1.1
O=C(CN1C(=O)NC2(CCCCCC2)C1=O)NCc1ccco1	0	19	8	-6[20 µM]	-2	32	10	0.13	-0.7
CSc1ccccc1NC(=O)c1ccco1	7	4	-8	-20	0	3	4	-0.12	0.8
Cc1nc2ccc(S(=O)(=O)NCC(=O)O)cc2s1	5	3	-3	-5[20 µM]	-1	18	-12	1.7	1.8
Cc1ccc(NC(=O)c2ccccc2NS(=O)(=O)c2ccc(Cl)s2)cc1S(=O)(=O)N1CCOCC1	1	13	-4	-23	-2	-2	8	-4.2*	0.3
C=C1CC(C)OC(c2ccccc2OCC(O)CN2CCCCC2)C1 (stereo not drawn)	3	15	-1	-11	4	-6	2	·	-1.1
ON1C(c2ccc(Cl)cc2Cl)N(O)[C@H]2CCCC[C@H]21 (stereo partly drawn)	-5	11	8	-6	-1	5	3	·	0.5
O=C(Nc1ccc(O)cc1)c1cccc(Oc2ccc([N+](=O)[O-])cc2)c1	8	8	2	-6	3	2	1	-0.81	0.8
FC(F)(F)c1cccc(N2CCN(Cc3ccoc3)CC2)c1	-3	3	0	-17[20 µM]	0	-20	3	-0.16	0.7
O=c1cc(CN2CCN(c3ccccn3)CC2)nc2sccn12	8	9	-7	-11	-2	-3	10	-0.54	0.5
CC1CN=C(N(C(=O)Nc2ccccc2)C(C)C)S1 (stereo not drawn)	5	2	-3	-11[20 µM]	-2	-10	-3	-0.28	1.0
C/C(=N\N=C(N)N)c1ccc(Cl)c(Cl)c1	1	4	0	-11	0	-6	-1	0.44	0.2
CC(C)(CNC(=O)c1cc(=O)[nH]c2ccccc12)N1CCOCC1	3	10	3	-11[20 µM]	-2	-1	-9	1.6	0.3
Cc1ccnc(N2CCC(C(=O)NNC(=O)COc3cccc4ccccc34)CC2)n1	2	17	-5	-20	0	-3	7	-1	1.8
Cc1ccc(N2NC3(CCN(C(N)=O)CC3)NC2=O)cc1	9	6	0	-17	-1	-4	0	1.4	0.6
CCOC(=O)c1csc(NC(=O)CCSc2ccccc2)n1	-2	6	-10	-21	-3	-8	-5	0.99	-0.1
CCOC(=O)c1ccc(NC(=O)CCc2nc(-c3ccc(Cl)cc3)no2)cc1	-6	9	-2	-23	0	-7	-5	1.2	0.9
CCn1c2ccccc2c2nn(C)c(=N)nc21	4	15	4	-18[20 µM]	-1	1	3	·	0.1
O=C(Nc1ccc(Cl)cn1)c1ccc(-c2ccc(Cl)c(Cl)c2)o1	0	·	·	-40[20 µM]	3	·	·	0.32	1.6
CCn1c(CC(=O)Nc2ccccc2OC)nnc1SCC(=O)Nc1ccccc1F	-1	-2	0	-33	6	-17	-3	1	1.0
Cc1csc(NC(=O)C2CCCCC2C(=O)O)n1 (stereo not drawn)	5	17	-4	-18	1	-1	18	·	1.1
O=C(COc1ccc2ccccc2c1Br)Nc1ncn[nH]1	-3	-4	0	-10	2	-14	5	0.23	-0.2
COc1ccc(C(=O)Nc2cc(Cl)ccc2Cl)c(OC)n1	0	-13	-5	-12	-3	-7	-1	0.45	0.8
COC(=O)c1ccc(NC(=O)c2ccccc2SC)cc1	6	12	9	-14[20 µM]	2	-6	4	·	0.1
CN(C)c1nc(Nn2cnnc2)nc(N(C)C)n1	6	8	-5	-21	-2	4	4	0.88	2.2
CCOC(=O)c1c(/N=C/c2ccc(OC)cc2O)sc2c1CCN(C)C2	8	6	-1	-13	-2	4	3	-0.6	0.6
CCSC1=C(C#N)C2(CCCCC2)C(C#N)C(=O)N1 (stereo not drawn)	6	2	4	-23	6	-19	1	-0.37	2.2
Cc1cc(C)cc(C(=O)Nc2ccc(N3CCN(S(C)(=O)=O)CC3)cc2)c1	0	-1	-7	-3	-3	-4	-7	0.01	-0.1
O=C(Cn1nc(-c2ccc(Cl)cc2)ccc1=O)NCCN1CCOCC1	0	14	0	-30	0	-12	4	·	0.8
O=C(OCC(=O)N1CCN(c2ccccc2)CC1)c1ccc2ncsc2c1	5	13	4	-15	-2	14	2	-1.6	0.6
COc1ccccc1N1CCN(/N=C\C(Br)=C\c2ccccc2)CC1	0	·	2	-19	2	2	0	-0.32	0.4
CCOc1ccc(-c2cc(CCCC(=O)NCc3ccco3)no2)cc1	1	11	-1	-14	4	2	-1	-2.1	0.2
CC(=O)Nc1ccc(S(=O)(=O)N(C)CC(=O)N/N=C/c2cccc(O)c2)cc1	-3	6	-22	-9	-2	-3	-6	0.7	0.5
Cc1nnc(NC(=O)c2ccc(S(=O)(=O)N3CCc4ccccc4C3)cc2)o1	-1	-1	-4	-23	1	8	-1	0.53	1.4
CCC(=O)N1c2ccc(S(=O)(=O)CCC(=O)Nc3nccs3)cc2CC1C (stereo not drawn)	5	12	4	-18	0	9	-15	·	0.4
O=C1CSC(c2cccc([N+](=O)[O-])c2)N1CCN1CCCCC1 (stereo not drawn)	6	1	-13	-12	-2	-7	-8	·	0.4
C=C(C)C1CC=C(CN2CCC(C(=O)OCC)CC2)CC1 (stereo not drawn)	0	17	4	-16	-3	-19	7	·	-0.1
CC(=O)c1cc(C#N)c(SCC(=O)C(C)(C)C)nc1C	-1	9	-4	-13	1	6	-2	1.3	-0.6
COc1ccc(Nc2nnc(-c3ccc(N4CCOCC4)c([N+](=O)[O-])c3)c3ccccc23)cc1	3	9	1	4[20 µM]	1	4	2	0.11	-1.4
CC(C)C(=O)Nc1ccc(C(=O)NNC(=S)NC(=O)c2ccco2)cc1	5	14	2	-2	0	-28	2	-0.17	-0.4
Cc1ccc(C(=O)CSc2nc3ccccc3o2)cc1	1	10	-5	-1[20 µM]	2	2	-3	-0.36	0.9
O=C(O)CC(NC(=O)C12CC3CC(CC(C3)C1)C2)c1ccc2c(c1)OCO2 (stereo not drawn)	-1	10	0	-17	1	·	-2	0.93	0.0
Cc1cc(N2CCN(c3cccc(C(F)(F)F)c3)CC2)n2ncnc2n1	7	9	0	-18	1	6	2	0.12	0.5
C=CCNC(=O)c1ccc(OC)cc1OC	-1	16	-1	-13[20 µM]	0	-14	6	0.55	0.1
CCOc1ccc(-c2csc(NC(=O)CSCC(=O)O)n2)c2ccccc12	-1	15	-20	-28	-2	4	-4	-2.4	0.3
C/C(=C/c1ccccc1)C(=O)N1CC(C)OC(C)C1 (stereo not drawn)	2	-1	2	-35	1	-16	-4	-0.16	1.6
Cc1ccc(C)c(N2CCN(Cc3nnnn3C3CCCCC3)CC2)c1	-3	13	-12	-14[20 µM]	0	-20	-4	-0.58	-0.8
CCCCOC(=O)Cn1c(=O)n(CC(=O)OCCCC)c2cc(C)ccc21	-2	2	-1	-20[20 µM]	-2	-6	-4	-0.041	-0.7
COc1ccc(C(=O)NNC(=O)c2ccc(S(=O)(=O)N3CCCCC3)cc2)cc1	5	6	-5	-30	-1	-3	-3	0.53	0.5
CCNc1nc(NCC)n2c(SC(C)C(=O)c3ccc(C)cc3)nnc2n1 (stereo not drawn)	-3	7	-4	-4	-3	-5	5	1.9	-0.2
O=CN1CCN(c2ncnc3c2nnn3Cc2c(F)cccc2Cl)CC1	2	2	-3	-24	-1	-13	-5	0.5	0.9
CCn1c(COc2ccc(C)cc2)nnc1SCC(=O)Nc1cc(OC)ccc1OC	2	11	3	-8	0	-5	0	·	-1.1
CCCCOc1ccc(CN(CCO)CCO)cc1[N+](=O)[O-]	2	13	-1	-20	0	-26	11	-0.026	0.9
O=C(Nc1nnc(-c2ccc(Cl)cc2)o1)c1ccc(N2C(=O)CCC2=O)cc1	5	7	-7	-19	2	-19	0	12*	0.7
O=C(CCn1cnc2ncccc2c1=O)N1CCN(c2cccc(Cl)c2)CC1	0	5	-6	-17	4	-5	-1	·	0.6
C/C(N)=C(/C#N)C(=O)COC(=O)c1cccc(C)c1O	-11	0	-8	-3	1	-5	-6	-1.1	-0.2
O=C(O)c1ccccc1-c1ccccc1C(=O)Nc1nc2ccccc2s1	-2	5	-3	0	-2	-1	0	0.24	-0.7

A different layout for part of the listing above.
Below each compound – p97 ATPase inh	FXIIa inh 1536	thrombin 1536	Furin inh	Wee1 degr inh	KLK5 inh	FXIa inh	Cl transport mod	PERK inh
- C=CCNC(=O)c1ccc(OC)cc1OC
→ -1	16	-1	-13[20 µM]	0	-14	6	0.55	0.1
- CCOc1ccc(-c2csc(NC(=O)CSCC(=O)O)n2)c2ccccc12
→ -1	15	-20	-28	-2	4	-4	-2.4	0.3
- C/C(=C/c1ccccc1)C(=O)N1CC(C)OC(C)C1 (stereo not drawn)
→ 2	-1	2	-35	1	-16	-4	-0.16	1.6
- Cc1ccc(C)c(N2CCN(Cc3nnnn3C3CCCCC3)CC2)c1
→ -3	13	-12	-14[20 µM]	0	-20	-4	-0.58	-0.8
- CCCCOC(=O)Cn1c(=O)n(CC(=O)OCCCC)c2cc(C)ccc21
→ -2	2	-1	-20[20 µM]	-2	-6	-4	-0.041	-0.7
- COc1ccc(C(=O)NNC(=O)c2ccc(S(=O)(=O)N3CCCCC3)cc2)cc1
→ 5	6	-5	-30	-1	-3	-3	0.53	0.5

Additional entries.
SMILES	p97 ATPase inh	FXIIa inh 1536	thrombin 1536	Furin inh	Wee1 degr inh	KLK5 inh	FXIa inh	Cl transport mod	PERK inh
O=C(CSc1nccc(=O)[nH]1)c1cc2ccccc2o1	-6	2	-5	-12	-2	46*	-7	0.27	-1.0
Cc1cccc(C)c1NC(=S)N(CCCN1CCCCC1)Cc1ccco1	0	5	-4	-21	-2	-5	-5	0.58	1.0
CC1=CC(=O)C(C(C)C)=C/C1=N\OC(=O)c1cccc2nc(C)oc12	-1	15	25	-15	0	-1	17	-0.0035	-1.0
Cn1c(SCC(=O)NC(=O)CN2CCCC2=O)nnc1-c1ccc(F)cc1	1	10	-1	-22	0	2	-2	0.0078	0.4
C=CCOc1c(Br)cc(C2C3=C(CCCC3=O)N(C)C3=C2C(=O)CCC3)cc1OCC	-4	2	20	-26	2	18	3	-0.46	-0.3
COc1cccc(OC)c1NC(=O)Cc1nn(C)c(=O)c2ccccc12	4	0	-5	-34	0	-6	-2	0.022	-0.6
Cc1cccc(C)c1NC(=O)C1c2cccc[n+]2CC(=O)N1Cc1ccc2c(c1)OCO2 (stereo not drawn)	0	15	31	-1	4	17	5	1.4	0.1
O=C(O)C(NC(=O)c1ccccc1)=C(Cl)Cl	-3	·	·	-16[20 µM]	0	·	·	1.6	0.1
CN(Cc1c(C(=O)N2CCc3ccccc3C2)nc2ccc(Cl)cn12)C(C1CC1)C1CC1	-3	4	-9	-18	0	0	-4	-0.12	-0.2
O=C(/C=C/c1cccc([N+](=O)[O-])c1)NCc1ccc2c(c1)OCO2	-6	-2	-5	-3	2	-11	-8	0.035	0.7
COc1ccc(OC)c(S(=O)(=O)Nc2cccnc2)c1	3	-10	1	-19[20 µM]	-3	2	-2	-0.58	0.8
Cc1ccc(NC(=O)CC2SCCNC2=O)cc1[N+](=O)[O-] (stereo not drawn)	3	4	-10	-25	2	-9	0	0.75	1.2
